Redox H2O2 prof: compounds producing H2O2 with reducing agent – biochemical, NIH compound library profiling, artefact control for MLSCN library redox annotation, primary screen | DTT-dependent redox cycling H2O2, phenol red/HRP absorbance; 100% = 100 µM peroxide control, 0% = buffer | activation, % at 10 µM | actives 0.03% (n = 200,000);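 active means activation of at least 50% relative to the plate's high and low controls in the primary single-dose screen; inactive means activation below 50%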;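 further: compound incubated with DTT at 0.8 mM final as the reducing agent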
Diaphorase inh: diaphorase inhibition or chemical oxidation counter-screen; diaphorase resazurin-to-resorufin fluorescence, NADH, 16 min; bacterial (C. kluyveri) enzyme, not human; inhibition, % at 20 µM; actives 0.69% (n = 190,000); AID 1217;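 active means primary screen inhibition at 20 µM above a set limit, cut at about 50% in these data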;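 further: plate controls were DMSO with full reaction for no effect and wells lacking NADH for full effect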
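System: Diaphorase enzyme from Clostridium kluyveri | Amount: Enzyme working solution with 0.14 U/mL diaphorase | Benchmarks: No-NADH positive control and DMSO neutral control | Signal: Fluorescence of resorufin formed from resazurin, Ex 544/Em 590 nm | Schedule: 16-min room-temperature incubation before reading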
G6PDH CS: counter-screen for G6PDH assay hits: L. mesenteroides G6PDH inhibition; Purified L. mesenteroides G6PDH, diaphorase/resazurin coupled fluorescence, 45 min; inhibition, % at 5 µM; actives 0.12% (n = 200,000); AID 1020
L major viab: reduces viability of Leishmania major promastigotes. inhibition, % at 10 µM. AID 1063. resazurin fluorescence viability. actives 9% (n = 200,000);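 further: promastigotes grown with compound for 44 hours at 28 °C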
S1P3 antag: blocks the human S1P3 receptor | Q99500 | CHO S1P3 NFAT-BLA reporter, FRET fluorescence, antagonist mode | inhibition, % at 4.98 µM | actives 0.27% (n = 170,000);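 active means inhibition above the plate cutoff, the mean inhibition of test wells on that plate plus 3 SD, cut at about 28% in these data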;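 further: cells challenged with S1P at its EC80 of 0.8 µM; blue over green emission ratio from cleaved BLA substrate after 4 h stimulation; 0% = S1P-stimulated wells and 100% = unstimulated DMSO-only wells; some compounds past the cut are filed as inactive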
Target sequence (Q99500 whole entry, looked up): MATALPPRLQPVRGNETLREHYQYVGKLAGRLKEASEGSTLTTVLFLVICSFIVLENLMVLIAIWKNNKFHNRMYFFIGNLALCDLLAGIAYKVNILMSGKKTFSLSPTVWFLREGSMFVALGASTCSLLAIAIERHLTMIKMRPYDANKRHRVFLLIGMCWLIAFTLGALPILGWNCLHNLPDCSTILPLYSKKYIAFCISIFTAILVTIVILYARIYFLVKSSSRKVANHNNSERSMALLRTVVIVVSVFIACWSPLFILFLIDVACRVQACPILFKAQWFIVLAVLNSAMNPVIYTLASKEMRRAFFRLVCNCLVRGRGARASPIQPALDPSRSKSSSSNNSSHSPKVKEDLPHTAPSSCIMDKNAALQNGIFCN
Diaphorase act: diaphorase activation or chemical reduction counter-screen. Diaphorase/resazurin coupled assay, resorufin fluorescence, 16 min; hits give high values; 1 = vehicle wells, 0 = NADH-free wells. activation factor at 20 µM. actives 0.005% (n = 190,000);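 active means diaphorase activity raised at least twofold by the compound at 20 µM; inactive means activation factor below 2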
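Material: bacterial diaphorase enzyme (C. kluyveri); amount: enzyme 0.07 U/mL final; reagent: NADH substrate 0.114 mM plus resazurin dye 0.1 mM, final; doses: single compound dose of 20 µM, 1% DMSO final; timing: 16 min enzyme reaction, ambient temperature; measured by: fluorescence of resorufin, 544 nm excitation, 590 nm emission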
Hsp70 act: transcriptional activators of Hsp70; AID 1203; HeLa Hsp70 promoter luciferase reporter, luminescence; scaled: vehicle 0, proteasome-inhibitor control 100%; activation, % at 10 µM; actives 0.04% (n = 200,000);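 active means activation above the mean across all tested compounds plus 3 SD, cutoff set per campaign, cut at about 5.5% in these data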;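 further: 100% = MG132 at 30 µM as the positive control and 0% = DMSO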
PMI activator: phosphomannose isomerase (human) activation. AID 1214. P34949. actives 0.005% (n = 190,000). purified human PMI, coupled resazurin fluorescence, 20 min; hits give high values; 1 = vehicle control, 0 substrate-free wells. activation factor at 20 µM;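 active means activation factor of 2 or more at 20 µM, relative to plate controls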
Target sequence (P34949 whole entry, looked up): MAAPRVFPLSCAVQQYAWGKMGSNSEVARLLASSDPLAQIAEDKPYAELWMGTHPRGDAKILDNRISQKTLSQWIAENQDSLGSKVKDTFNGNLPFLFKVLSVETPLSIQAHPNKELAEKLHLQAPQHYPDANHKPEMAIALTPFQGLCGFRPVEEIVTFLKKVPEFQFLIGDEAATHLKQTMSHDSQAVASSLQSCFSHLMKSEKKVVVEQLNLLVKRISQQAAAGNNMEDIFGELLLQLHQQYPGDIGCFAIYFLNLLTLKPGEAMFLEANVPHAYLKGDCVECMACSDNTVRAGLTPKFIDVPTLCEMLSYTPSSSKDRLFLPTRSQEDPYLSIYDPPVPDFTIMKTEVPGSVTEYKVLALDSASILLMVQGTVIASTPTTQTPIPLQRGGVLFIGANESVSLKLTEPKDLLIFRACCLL
TLR4-MyD88 BLA: TLR4-MyD88 interaction inhibition in cells; O00206+Q99836; HeLa CL3-4 TLR4/MyD88 BLA complementation, FRET ratio; inhibition, % at 8.4 µM; actives 0.18% (n = 200,000); AID 861; in the data active means inhibition above about 25%;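 further: 0% = vehicle and 100% = reference inhibitor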
PMI act satM6P: PMI (human) activation, high substrate. P34949. coupled PMI enzyme assay, resazurin fluorescence, 20 min; hits give high values; 1 = untreated enzyme, 0 = substrate-free blank. activation factor at 20 µM. actives 0.34% (n = 190,000);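 active means activation factor of 2 or more at 20 µM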
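assay system = human phosphomannose isomerase with PGI, G6PDH, diaphorase coupling enzymes | quantity = 15 ng/mL PMI | incubation = enzyme reaction with compound 20 min at room temperature | medium = HEPES pH 7.4 buffer with MgCl2 and Tween-20 | compound dosing = one concentration, 20 µM, in 1% DMSO | measured by = Diaphorase-driven resazurin-to-resorufin fluorescence, excitation 544, emission 590 nm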
RAM network inh: blocks the yeast RAM network; S. cerevisiae dse1pr::URA3 reporter, 5-FOA growth OD615, 2 d; analog-sensitive cbk1-as2 kinase mutant strain; inhibition, % at 50 µM; actives 1.8% (n = 190,000); AID 868;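 active means inhibition above a set limit, 3 SD over mean compound inhibition, cut at about 8.4% in these data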;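 further: 0% = DMSO-only wells with no growth and 100% = 10 µM 1-NA-PP1 full growth; inhibition rescues growth on 5-FOA so higher OD means more RAM inhibition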
Numbers without * were called inactive; · = no result given. Unless noted, no stated cut-off is given here; in the data, active means inhibition above about 50%; inactive means the rest. Compounds as they come. About 12% of those tested had a hit in this group.

compound,Redox H2O2 prof,Diaphorase inh,G6PDH CS,L major viab,S1P3 antag,Diaphorase act,Hsp70 act,PMI activator,TLR4-MyD88 BLA,PMI act satM6P,RAM network inh
O=C(Cc1n[nH]c(=O)c2ccccc12)N1CCN(c2ccc(F)cc2)CC1,-0.1,3,0,18,-7,1,-0.2,1.1,-6,1.1,-1.5
Cc1cc(C(=O)OCC(=O)c2c(N)n(C)c(=O)n(C)c2=O)c(C)o1,-0.3,4,3,29,-12,1,0.5,1,1,1,3.7
COc1cccc(NC(=O)CCNS(=O)(=O)c2cccc3nsnc23)c1,-0.6,14,-1,2,11,0.9,-0.1,1.1,-4,0.9,1.8
CCOC(=O)c1cn2cccnc2n1,-0.1,15,5,-4,·,0.8,-0.2,0.9,-23,0.9,0.8
COc1cc2c(cc1OC)-c1cc(NC3CCCCCCC3)nc(=O)n1CC2,1.4,13,7,21,38,0.9,-0.2,1.1,-3,1,-0.4
CCOC(=O)c1cc2ccccc2n1CCN(CC)CC,0.1,10,4,6,·,0.9,-0.3,0.9,-12,1,-0.9
O=C(OCn1nnc2ccccc2c1=O)C1=COCCO1,0.3,0,7,16,-22,1,-0.5,1.1,-5,1.1,0.6
COc1ccc(NC(=O)C2CCCN2C(=O)OC(C)(C)C)cc1 (stereo unspecified),-1.1,7,12,-3,-21,0.9,-0.3,0.9,-7,0.9,0.4
CCOc1ccc(S(=O)(=O)Nc2ccccc2C(=O)NCc2ccco2)cc1,2.4,-9,11,-9,-2,1.1,-0.2,1.1,10,1.1,3.9
COc1ccc(-c2nc(CSCC(=O)N3CCc4ccccc4C3)c(C)o2)cc1OC,-1.2,32,-31,-2,-9,0.7,-0.3,0.9,8,1.1,1.5
CCCCN(C)C(=O)c1sc2ncn(CC)c(=O)c2c1C,1.2,6,15,-5,-24,0.9,-0.2,1,1,1,2.0
Cc1ccc(-n2nnnc2-c2cnc(-c3cccnc3)nc2C(F)(F)F)cc1,0.0,13,-2,4,·,0.9,-0.1,1,-11,1,1.0
N#CCSc1nccc(-c2cc(Cl)sc2Cl)n1,0.2,11,6,-9,·,0.9,0.0,1.1,3,1,4.0
O=C(c1ccccc1Br)N1CCn2c1nc1ccccc12,-0.8,-4,1,7,5,1,-0.2,1.1,-2,1,0.1
CC(=NCCCNC1CCCCC1)C1=C(O)CC(C)(C)CC1=O,-2.3,-2,4,25,4,1,-0.3,0.9,3,1,0.3
COc1ccccc1-n1c(CNC(=O)COc2ccccc2)n[nH]c1=S,0.1,14,6,-5,·,0.9,-0.2,1,4,1,1.1
CC(=O)N(C(C)=O)c1nc2nc(C)cc(C)n2n1,-0.4,0,11,-2,-3,1,-0.3,1,4,0.9,0.1
C/C(Cn1nnc([N+](=O)[O-])n1)=N\NC(=O)c1cccc(Cl)c1,-7.5,12,18,45,·,0.9,-0.1,1,2,0.7,0.0
COc1ccc(CCN(C)CCCC(C#N)(c2cc(OC)c(OC)c(OC)c2)C(C)C)cc1OC (stereo unspecified),-0.4,2,10,1,9,1,-0.3,1.2,1,1.2,0.4
CCn1nc(NS(=O)(=O)c2ccccc2)c2cc3cccc(C)c3nc21,0.7,20,-3,-1,-5,0.8,0.5,0.8,-11,0.9,2.9
Cc1ccc(CCNS(=O)(=O)c2ccc(C)cc2)cc1,-4.8,3,0,-4,·,1,0.2,0.9,17,0.9,3.6
Cc1nc2sc(C#N)c(N)c2c2c1CCCC2,3.8,14,3,10,·,0.9,-0.4,1,1,1.1,3.2
Cc1nc2c(-c3ccccc3)c(C)nn2c(C)c1CCC(=O)N1CCOCC1,-0.1,2,3,-1,-15,1,0.3,0.9,-3,1,-0.8
CC(=O)c1cccc(NC(=S)NC(=O)c2cccc(C)c2)c1,·,26,6,51*,4,0.7,0.0,0.9,-8,0.9,4.9
CCCC(=O)N1CCN(c2ccc(NC(=O)c3cccs3)cc2Cl)CC1,1.7,·,12,3,2,·,0.4,·,3,·,1.4
O=C1c2oc3ccc(Br)cc3c(=O)c2C(c2cccc(F)c2)N1CCO (stereo unspecified),2.0,22,-2,-2,17,0.8,0.2,1,0,0.9,2.8
COc1cc2c(cc1OC)CN(Cc1ccc(C)s1)CC2,-9.8,7,9,5,·,0.9,-0.1,1,-16,1,1.9
CCn1nc(C(=O)Nc2ccccc2C)c(Cl)c1Cl,-7.9,4,16,-2,·,1,0.4,1,-5,0.9,3.2
O=C1OC(C(=O)Nc2ccccc2)Cc2ccccc21 (stereo unspecified),0.0,1,13,-6,-5,1,0.0,1,0,1,1.4
O=C(NCc1ccccn1)C12CC3CC(CC(C3)C1)C2,-0.8,10,8,-8,-15,0.9,-0.2,0.9,-6,1,-1.5

Individual results from the list:
Cc1cc(C(=O)OCC(=O)c2c(N)n(C)c(=O)n(C)c2=O)c(C)o1 @ PMI act satM6P = 1
CCCCN(C)C(=O)c1sc2ncn(CC)c(=O)c2c1C @ G6PDH CS = 15

More records follow.
compound,Redox H2O2 prof,Diaphorase inh,G6PDH CS,L major viab,S1P3 antag,Diaphorase act,Hsp70 act,PMI activator,TLR4-MyD88 BLA,PMI act satM6P,RAM network inh
O=C(OCCCCN1C(=O)c2ccccc2C1=O)c1n[nH]c2ccccc12,2.4,16,-29,21,-4,0.8,0.1,1,4,1,2.1
S=c1[nH]ccn1Cc1ccccc1,8.5,-2,6,-9,10,1,-0.3,1,-2,1.1,1.3
NC(=O)c1ccccc1NC(=O)Nc1cccc(Cl)c1Cl,-0.7,20,14,65*,-10,0.8,-0.3,0.9,6,0.8,6.9
CN=c1scc(-c2ccc(Cl)cc2)n1C,0.1,0,-2,-5,4,1,-0.3,1.1,1,1.2,1.1
O=C(NCc1nnc(SCC(=O)N2CCCCCC2)o1)c1ccco1,0.2,5,-1,-16,·,0.9,-0.3,1,4,1,-0.3
COc1ccc(S(=O)(=O)Nc2ccccc2C(=O)OC2CCCN(C)C2)cc1OC (stereo unspecified),-0.8,12,8,100*,-20,0.9,-0.3,1,11,1,0.5
COc1ccc(C2C(C(C)=O)=C(O)C(=O)N2c2ccc(Br)cn2)cc1 (stereo unspecified),-4.5,19,6,-4,·,0.8,0.0,0.9,-5,0.9,0.3
CCOC(=O)c1c(NC(=O)CSc2nnc(-c3c[nH]c4ccccc34)n2C)sc2c1CCCC2,1.4,21,12,51*,0,0.8,0.0,0.9,5,0.9,4.1
CN1CCN(Cc2c(C#N)c3ccccc3n2C)CC1,-0.4,-2,0,-4,14,1,-0.3,1,5,1.1,0.7
CCOC(=O)c1cc2c(C)n(-c3ccc(OCC)cc3)c(C)c2ccc1=O,-3.1,4,5,17,·,1,-0.1,1.2,-2,1.4,-0.7
O=C(c1ccco1)N1CCN(C(c2ccccc2)c2nnnn2C2CCCC2)CC1 (stereo unspecified),7.4,6,4,32,·,0.9,-0.3,1.2,6,1.1,0.5
CC(c1ccccc1)N1CCN(C(=O)CCl)CC1 (stereo unspecified),0.4,6,-1,76*,-2,0.9,0.1,1.2,2,1.1,-0.4
COc1ccc(N2CCN(C(=O)CSc3nnc(NC(=O)C4CCC4)s3)CC2)cc1,-0.2,20,11,-2,-21,0.8,-0.1,0.9,-1,0.9,1.2
CC(C)OCCCN1C(=O)c2[nH]nc(-c3ccccc3O)c2C1c1cccc(Cl)c1 (stereo unspecified),-0.5,23,9,70*,28,0.8,-0.2,0.9,0,0.9,4.2
Cn1c2ccccc2c2nn(-c3ccccc3)c(=O)cc21,-1.2,-8,7,16,·,1.1,-0.3,1,11,1,0.1
CCOc1ccc(C(=O)NC(C)C2COc3ccccc3O2)cc1 (stereo unspecified),-1.7,25,10,11,-4,0.7,-0.3,0.9,11,0.9,-1.5
N#CCCn1cc(C(=O)N2CCCCC2)c(-c2ccc([N+](=O)[O-])cc2)n1,-0.6,-2,2,-2,1,1,-0.3,1,-9,1,1.4
CC(C)(C)c1nnc(NC(=O)CCn2cnc3ccccc3c2=O)s1,-0.7,5,6,2,3,0.9,0.1,1,11,0.9,0.9
Cc1ccccc1CN1C(=O)C(O)(CC(=O)c2ccncc2)c2ccccc21 (stereo unspecified),0.8,13,5,0,-28,0.9,-0.2,0.9,-1,0.9,0.1
COc1ccc(CCNc2oc(COc3ccc(F)cc3)nc2C#N)cc1,0.3,30,-25,-5,-1,0.7,-0.1,0.8,7,0.9,4.4
O=C(c1ccccc1)c1c(O)nc(-c2ccccc2)n(-c2ccccc2)c1=O,0.1,14,4,-4,-7,0.9,-0.5,-0.1,-4,1,-0.8
COC(=O)C1=CN(C(C)C)C=C(C(=O)OC)C1c1cc2c(cc1Br)OCO2,3.1,18,-19,100*,2,0.8,-0.1,0.9,-26,1,2.7
CC(=O)Oc1ccccc1N1C(=O)c2ccc(C(=O)O)cc2C1=O,2.1,7,-6,-4,-16,0.9,-0.3,1,0,1,0.1
Cc1ccc(-c2n[nH]c(=S)n2/N=C/c2cc3c(cc2[N+](=O)[O-])OCO3)cc1,-9.2,69*,-4,0,·,0.3,-0.6,0.8,-5,0.9,5.2
CCN(CC)S(=O)(=O)c1ccc(NC(=O)CN(c2cccc(F)c2)S(C)(=O)=O)cc1,2.4,28,5,22,-2,0.7,0.6,0.7,0,0.8,4.2
COc1cccc(NC(=O)NCCCN2CCN(c3ccc(F)cc3)CC2)c1,2.3,9,7,0,-24,0.9,-0.1,1,7,0.9,1.9
c1ccc(N(c2ccccc2)c2nc(N3CCCC3)nc(-n3ccnc3)n2)cc1,3.3,17,2,98*,10,0.8,0.3,0.9,0,0.9,3.0
Cc1ccc(/C=C/c2nc3ccccc3c(=O)n2CCc2ccccc2)cc1,4.3,23,-21,11,2,0.8,-0.5,0.8,10,0.9,10*

Screens deposited in PubChem BioAssay by several laboratories.
